# Screening data deposited in PubChem by Broad Institute.
# DENV2 CPE rescue: inhibitors of DENV2 cytopathic effect, primary screen, cell-based, plate reader, single concentration; hit rate 1.7% among 350,000; CPE inhibition, % at 9.99 µM; DENV2-infected cells, cytopathic effect rescue; in the data active = CPE inhibition above about 20%, passing the limit was not always enough; inconclusive = no clear call, values can overlap the other calls; tested in BHK-21 cells;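 note: 0% = median of neutral control wells and 100% = median of positive control wells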
# ERp5 block: inhibitors of ERp5-driven insulin aggregation, primary screen, biochemical, turbidity, absorbance 650 nm, single point. Protein disulfide-isomerase A6 (Homo sapiens), Q15084. 90 min. inhibition, % at 9.99 µM. hit rate 0.05% among 350,000;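 active = mean replicate inhibition above about 25%, with every replicate also reaching it, limit read from the data, passing the limit was not always enough; inconclusive = only one of those two criteria met; inactive = neither criterion met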
# Target sequence (Q15084 whole entry, looked up): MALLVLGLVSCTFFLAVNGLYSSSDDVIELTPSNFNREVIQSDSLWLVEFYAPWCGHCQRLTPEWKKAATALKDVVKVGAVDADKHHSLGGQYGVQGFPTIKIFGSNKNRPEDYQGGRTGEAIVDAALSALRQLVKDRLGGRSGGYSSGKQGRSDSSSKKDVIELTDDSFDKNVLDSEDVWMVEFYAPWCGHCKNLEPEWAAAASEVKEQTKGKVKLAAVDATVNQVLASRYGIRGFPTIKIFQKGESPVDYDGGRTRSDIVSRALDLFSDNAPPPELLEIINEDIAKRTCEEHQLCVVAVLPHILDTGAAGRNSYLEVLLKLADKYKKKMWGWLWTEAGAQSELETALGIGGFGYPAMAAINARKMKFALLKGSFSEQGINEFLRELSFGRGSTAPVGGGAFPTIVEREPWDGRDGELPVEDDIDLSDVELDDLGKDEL
# PglD inh: C. jejuni PglD acetyltransferase inhibitors, primary screen, biochemical, DTNB colorimetric, single point. inhibition, % at 12.5 µM. purified PglD enzyme, DTNB colorimetric CoA detection. hit rate 0.098% among 360,000. UDP-N-acetylbacillosamine N-acetyltransferase PglD (Campylobacter jejuni); in the data active = inhibition above about 16%, passing the limit was not always enough; inconclusive = no clear call, values can overlap the other calls; note: strong numbers were not always called active
# E-selectin induc: E-selectin induction in HUVECs, primary screen, imaging, HUVEC, immunofluorescence imaging, single point; activation, % at 7.58 µM; normalized: neutral wells 0, TNF-alpha wells 100; P16581; hit rate 0.37% among 260,000;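 active = mean E-selectin-positive cell signal at least 10% of the positive control, reached in at least 60% of replicates, without over 20% cell loss; inconclusive = no rule given, readout overlaps actives, possibly toxicity-flagged; inactive = the rest, including those meeting only one limit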;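 note: in these data hits start at about 27%; measured in HUVEC primary endothelial cells; signal is the percent of cells scored E-selectin positive by PE staining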
#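 System: HUVEC / Compound: single concentration / Signal: immunofluorescence imaging / Read-out: percent E-selectin-positive cells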
# S100A4 inh HTS: inhibitors of S100A4-myosin IIA peptide binding, primary screen, biochemical, fluorescence polarization, TAMRA-MyoIIA peptide; Protein S100-A4 (Homo sapiens), P26447; inhibition, % at 10.7 µM; hit rate 0.14% among 360,000;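 active = mean inhibition of at least 70% across replicates, with every replicate also reaching that level; inconclusive = mean inhibition reaches 70% but some replicates fall short; inactive = mean inhibition below 70%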
# Target sequence (P26447 whole entry, looked up): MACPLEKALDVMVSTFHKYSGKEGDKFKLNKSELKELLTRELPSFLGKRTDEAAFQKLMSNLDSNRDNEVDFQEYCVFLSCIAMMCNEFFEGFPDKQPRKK
#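 Test system – S100A4 monomer (human) · Compound – single-point compound testing · Schedule – 5 min incubation before reading · Probe or stimulus – TAMRA-labelled myosin IIA heavy-chain peptide probe, 5 nM · Benchmarks – neutral control DMSO, positive control TFP · Medium – Calcium-containing HEPES buffer, pH 7.2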
# SIRT5 block: SIRT5 desuccinylase inhibitors, primary screen, biochemical, fluorescence imaging, single point, set 5; NAD-dependent protein deacylase sirtuin-5, mitochondrial (Homo sapiens), Q9NXA8; Purified SirT5, succinyl-peptide AMC, trypsin-coupled fluorescence; inhibition, % at 15 µM; hit rate 1.1% among 330,000; in the data active = inhibition above about 15%; inconclusive = no clear call, values can overlap the other calls
# Target sequence (Q9NXA8 whole entry, looked up): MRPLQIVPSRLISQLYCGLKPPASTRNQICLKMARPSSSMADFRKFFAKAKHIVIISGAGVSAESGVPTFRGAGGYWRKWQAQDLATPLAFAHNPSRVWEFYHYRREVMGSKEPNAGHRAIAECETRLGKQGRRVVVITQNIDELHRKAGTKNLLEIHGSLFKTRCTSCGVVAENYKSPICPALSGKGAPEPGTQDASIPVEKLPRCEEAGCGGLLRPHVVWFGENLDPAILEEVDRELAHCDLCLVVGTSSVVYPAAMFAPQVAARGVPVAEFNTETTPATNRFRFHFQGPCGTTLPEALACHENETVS
# C2C12 statin: suppressors of statin myotoxicity in C2C12 myotubes, primary screen, cell-based, single point, plate reader; C2C12 myotubes + simvastatin, ATP luminescence, 48 h; scaled: DMSO 0, geranylgeraniol control 100; rescue of ATP level, % at 7.49 µM; hit rate 0.78% among 330,000; AID 602340, 2012;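 active = mean ATP rescue above about 67%, or every replicate alone reaching that limit, limit read from the data, passing the limit was not always enough; inconclusive = no clear call, values can overlap the other calls; inactive = mean under the limit and some replicate under it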;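 note: myotubes were challenged with 10 µM simvastatin during compound exposure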
# * marks the source's active call; other numbers are inactive results; ? = inconclusive; . = not tested or not shown; & = joins results of further samples. A portion of the library, so the mix of outcomes need not match the whole.
SMILES,DENV2 CPE rescue,ERp5 block,PglD inh,E-selectin induc,S100A4 inh HTS,SIRT5 block,C2C12 statin
O=C(CNC(=O)c1ccccc1)NCC(O)c1ccc([N+](=O)[O-])cc1 (configuration not stated),3,5,-5,.,-4,-1,-8
COc1ccc2c3c(n(C)c2c1)[C@H](CO)N(Cc1ccncc1)CC31CN(C(=O)Cc2ccncc2)C1,-7,-10,.,-0.2,-5,.,.
COc1ccc(NC(=O)Nc2ccc3c(c2)C(=O)N([C@@H](C)CO)C[C@H](C)[C@@H](CN(C)S(=O)(=O)c2ccc(Cl)cc2)O3)cc1,-7,-6,-2,8.3,-20,8,.
Cc1ccc2c(c1)C1OCCC1C1N2C(=O)C2C(C(=O)O)C3C=CC21O3 (configuration not stated),.,1,-2,.,-3,.,7
Oc1ccc(/C=N/Nc2ncnc3c2ncn3Cc2ccccc2)cc1O,0,0,.,.,1,3,.
Cc1ccc(S(=O)(=O)N2CCCCC2)cc1NC(=O)Cn1c(=O)cnc2ccccc21,2,4,.,1.5,-9,-3,-5
CCCNC(=O)N1[C@@H](C#N)[C@@H](c2ccc(C#Cc3cccc(F)c3)cc2)[C@@H]1CO,-7,-7,1,0.0,0,9,2
C[C@H]1CN([C@@H](C)CO)S(=O)(=O)c2ccc(C#CC3(O)CCCC3)cc2O[C@@H]1CN(C)C(=O)Cc1ccncc1,6,-5,2,0.5,-1,1,8
Cc1ccc(C(=O)n2c(-c3ccccc3)cnc2SCC(=O)Nc2ccccc2)cc1,-3,5,.,-2.4,-1,-2,.
CC(C)(C)S(=O)(=O)N1Cc2ccc(CO)cc2[C@@H]1CCO,-13,1,-1,0.0,-1,-6,3
Nc1nonc1-n1nnc(C(=O)N/N=C/c2ccc3c(c2)OCO3)c1CSc1ccccc1,10,3,-5,.,8,-1,-19
C[C@H]1CN([C@@H](C)CO)C(=O)c2cc(-c3ccc(F)cc3)cnc2O[C@@H]1CN(C)CC1CCOCC1,0,1,-3,0.3,-45,1,5
O=C([C@@H]1[C@@H](CO)[C@@H]2Cn3c(ccc(-c4cccnc4)c3=O)[C@H]1N2Cc1ccncc1)N1CCOCC1,-7,3,-1,-0.2,-3,-27,5
COCC(=O)N1[C@H](CO)[C@H](c2ccc(-c3cccc(OC)c3)cc2)C12CN(C(C)=O)C2,8,-9,.,0.3,-13,-2,.
Cc1cc(C#N)c(SCC(N)=O)nc1-c1ccc(F)cc1,-5,3,.,-0.2,-2,-4,.
COc1cc([N+](=O)[O-])c2ncsc2c1,?,0,.,-1.8,-3,-5,.
CC(C)(C)CC(C)(C)NC(=S)NC1CCN(Cc2ccccc2)CC1,-6,4,3,.,-9,-8,.
CCc1ccc2c(c1)cc(C)c1nnc(SCC(=O)Nc3cc(OC)c(OC)cc3C(=O)O)n12,2,-1,.,.,-1,-1,.
COc1ccccc1-c1ccc2c(c1)O[C@H](CN(C)C(=O)Nc1ccccc1)[C@H](C)CN([C@@H](C)CO)S2(=O)=O,?,-2,-2,0.0,3,1,-15
Cn1c(N)c(C(=O)COC(=O)c2cncc(Br)c2)c(=O)n(C)c1=O,-2,3,.,8.5,1,1,.
CN1CCN(C(=S)NC(=O)/C=C/c2ccccc2Cl)CC1,-3,4,.,.,-2,3,.
COc1ccc(-c2c[n+]3c(n2-c2c(C)n(C)n(-c4ccccc4)c2=O)CCCCC3)cc1,-1,1,.,-0.6,-1,-2,-5
CC(=O)c1ccc(N2CCN(C(=O)Nc3ccc(F)cc3F)CC2)cc1,-4,12,.,0.2,4,0,.
CO[C@@H]1CC[C@H]2CCN(C)C(=O)[C@H](C)[C@H](OC)CN(C)C(=O)c3cc(C#N)ccc3OC[C@H]1O2,8,-3,2,0.0,0,-2,8
C[C@H]1CN([C@@H](C)CO)C(=O)c2cccc(NC(=O)C3CCCCC3)c2O[C@H]1CN(C)CC1CCCCC1,6,-12,-1,-0.3,-9,1,-65
CCCCNC(=O)C(=O)N/N=C/c1ccc(C(=O)OC)cc1,1,1,.,.,-1,-4,.
Fc1ccc(NCc2ccccc2F)cc1Cl,2,-5,2,.,-1,-4,0
O=C(NCc1ccc(F)cc1)[C@H]1[C@H](CO)[C@H]2Cn3c(ccc(C4=CCCCC4)c3=O)[C@@H]1N2,3,-1,3,-0.4,2,-8,-3
C[C@@H]1CN([C@H](C)CO)C(=O)c2cc(/C=C/c3ccccc3)cnc2O[C@@H]1CN(C)Cc1ccc2c(c1)OCO2,?,1,0,0.0,4,1,26
Cc1cccc(-c2nnc(C(C)Nc3cccc(C(=O)NC4CC4)c3)o2)c1 (configuration not stated),15,0,1,2.6,1,.,-2
Cc1noc(C)c1S(=O)(=O)N(C)C[C@H]1OCCCC[C@H](C)Oc2ccc(NC(=O)NC(C)C)cc2C(=O)N([C@H](C)CO)C[C@@H]1C,102*,4,-2,.,-8,-4,.
Cc1nc(NC(=O)c2ccc(Br)o2)ccc1Br,4,-6,-6,-0.9,-1,3,.
CC1=NN(c2ccccc2)C(=O)C1N=Nc1cccc(O)c1 (configuration not stated),12,-11,-4,.,-4,-3,3
CCCCNC(=O)c1cc(C)nc2ccccc12,-3,1,2,-0.9,2,-2,-5
COc1cccc(NC(=O)N(C)C[C@@H]2Oc3cc(-c4ccccc4OC)ccc3S(=O)(=O)N([C@@H](C)CO)C[C@@H]2C)c1,5,-2,-1,-0.1,-9,-1,19
O=C(Nc1ccccc1F)N(Cc1ccc(F)cc1)Cc1nc2ccccc2c(=O)[nH]1,6,2,.,17,-4,0,.

# Two records picked at random from those above:
SMILES,DENV2 CPE rescue,ERp5 block,PglD inh,E-selectin induc,S100A4 inh HTS,SIRT5 block,C2C12 statin
O=C(NCc1ccc(F)cc1)[C@H]1[C@H](CO)[C@H]2Cn3c(ccc(C4=CCCCC4)c3=O)[C@@H]1N2,3,-1,3,-0.4,2,-8,-3
O=C(CNC(=O)c1ccccc1)NCC(O)c1ccc([N+](=O)[O-])cc1 (configuration not stated),3,5,-5,.,-4,-1,-8

# Other compounds follow:
SMILES,DENV2 CPE rescue,ERp5 block,PglD inh,E-selectin induc,S100A4 inh HTS,SIRT5 block,C2C12 statin
CCc1ccccc1Nc1nc(N)nc(COC(=O)c2c(C)noc2C)n1,13,-20,-4,-0.1,1,-7,8
O=C(NC1CCCCC1)C1CC(=O)N(c2ccc(Cl)cc2)C1 (configuration not stated),-6,0,1,.,2,.,-4
CN(CCOc1ccc(Br)cc1)CC(O)c1ccccc1 (configuration not stated),-7,4,2,0.2,-1,-5,-4
CC(C)NC(=O)N1CCCCN2[C@H](C1)[C@H](c1ccc(C#Cc3ccccc3F)cc1)[C@@H]2CO,-3,4,1,-0.5,-8,4,-14
Cc1noc(C)c1COC(=O)c1csc2c1CCC(C)C2 (configuration not stated),3,11,6,.,2,-10,-2
O=C(C[C@H]1C=C[C@@H](NC(=O)C2CC2)[C@@H](CO)O1)NCCCN1CCOCC1,1,-3,5,-0.8,3,2,2
Cc1cc(C)cc(NC(=O)CS(=O)(=O)c2ccccc2)c1,-2,0,-4,.,-2,.,6
Cc1ccsc1/C=N/NC(=O)c1ccc2ccccc2c1,-1,4,2,0.1,-1,2,.
O=C(NC1CC1)c1c(O)c2ccccc2[nH]c1=O,-7,0,10,0.0,1,1,0
C[C@@H]1CN([C@@H](C)CO)C(=O)c2cc(NC(=O)Nc3ccc4c(c3)OCO4)ccc2O[C@@H](C)CCCCO[C@@H]1CN(C)CC1CCCCC1,-17&-8,-20&3,5,0.1,2&-2,-4&-2,23
CN(C)CCCCNC(=O)[C@@H]1C[C@@H]2C(=O)NCC(=O)N2[C@@H]1c1ccc(O)cc1,6,2,-4,.,5,-2,.
CC(C)C#Cc1ccc([C@H]2[C@@H](CO)N3C(=O)CN(C(=O)c4ccccn4)C[C@@H]23)cc1,-11,1,.,-0.1,12,-1,.

# Exported with tabs: 2 of the compounds above.
smiles	DENV2 CPE rescue	ERp5 block	PglD inh	E-selectin induc	S100A4 inh HTS	SIRT5 block	C2C12 statin
CCc1ccccc1Nc1nc(N)nc(COC(=O)c2c(C)noc2C)n1	13	-20	-4	-0.1	1	-7	8
Cc1cc(C)cc(NC(=O)CS(=O)(=O)c2ccccc2)c1	-2	0	-4	.	-2	.	6

# Of the compounds above, these have bromine:
SMILES,DENV2 CPE rescue,ERp5 block,PglD inh,E-selectin induc,S100A4 inh HTS,SIRT5 block,C2C12 statin
Cn1c(N)c(C(=O)COC(=O)c2cncc(Br)c2)c(=O)n(C)c1=O,-2,3,.,8.5,1,1,.
Cc1nc(NC(=O)c2ccc(Br)o2)ccc1Br,4,-6,-6,-0.9,-1,3,.
CN(CCOc1ccc(Br)cc1)CC(O)c1ccccc1 (configuration not stated),-7,4,2,0.2,-1,-5,-4

# (cont.)
SMILES,DENV2 CPE rescue,ERp5 block,PglD inh,E-selectin induc,S100A4 inh HTS,SIRT5 block,C2C12 statin
O=C(C[C@H]1CC[C@H]2[C@@H](COC[C@H](O)CN2Cc2cccc(C(F)(F)F)c2)O1)NCCc1ccccc1,0,-9,4,0.0,1,-1,-17
COc1ccccc1-c1ccc([C@H]2[C@@H](CO)N3CCCCN(C(=O)c4ccncc4)C[C@H]23)cc1,-2,-2,4,-0.4,-1,1,.
COc1cccc(-c2cc(C(=O)Nc3cccnc3)no2)c1,.,.,-2,0.7,.,.,-5
O=C(NC1CCCCC1)C(=S)N1CCCC1,-5,1,2,.,21,2,5
CCC(=O)c1ccc(OCC(=O)Nc2cc(S(=O)(=O)N3CCCCC3)ccc2N2CCN(CC)CC2)cc1,4,-10,-6,0.2,5,0,-7
C=Cc1ccc2c(c1)N(C)C(=C)S2,-3,7,.,.,6,3,.
O=C(NC1CC(=O)N(c2ccc(Cl)cc2)C1)C1CC1 (configuration not stated),12,3,.,-0.1,-5,-7,-14
O=C(NC1CCSC1=O)c1ccc(Cl)cc1 (configuration not stated),-4,-3,.,.,-4,0,.
CCOc1ccc(Br)cc1S(=O)(=O)Nc1ncn[nH]1,9,3,5,-0.2,-2,-3,24
CSc1ccccc1C(=O)Nc1nc2ccccc2c(=O)[nH]1,-6,-2,.,.,2,.,.
CCc1ccc(OCc2nnc(SCC(=O)NC3CCCCC3)o2)cc1,-6,0,1,.,-3,-3,-8
CC(C)c1ccc(CN2CCSCC2)cc1,2,1,-2,.,-1,1,-17

# Entries shown so far that contain a nitro group on carbon, in the order listed:
SMILES,DENV2 CPE rescue,ERp5 block,PglD inh,E-selectin induc,S100A4 inh HTS,SIRT5 block,C2C12 statin
O=C(CNC(=O)c1ccccc1)NCC(O)c1ccc([N+](=O)[O-])cc1 (configuration not stated),3,5,-5,.,-4,-1,-8
COc1cc([N+](=O)[O-])c2ncsc2c1,?,0,.,-1.8,-3,-5,.

# (further entries)
SMILES,DENV2 CPE rescue,ERp5 block,PglD inh,E-selectin induc,S100A4 inh HTS,SIRT5 block,C2C12 statin
OC[C@H]1[C@@H](c2ccc(/C=C/c3ccccc3)cc2)[C@@H]2CN(Cc3ccncc3)CCCCN12,-31,-2,3,-0.1,-2,-4,10
NC(N)=NC(N)=Nc1ccccc1,.,-2,-4,0.0,0,0,0
O=C(c1ccco1)N1N=C(c2cccs2)CC1c1ccco1 (configuration not stated),3,-2,.,.,-18,-6,34
CCCCNC(=O)CNC(=O)c1nn(-c2ccc(OC)cc2)c(=O)c2ccccc12,1,3,.,-0.1,-3,4,-10
O=C(NCCOc1ccc(Cl)cc1)C1CC(=O)N(c2ccc3c(c2)OCCO3)C1 (configuration not stated),0,-6,-2,.,-5,-2,7
